# Screening results: PubChem, Broad Institute
# Cneo AK release – Cryptococcus neoformans cell lysis inducers, primary screen, AK release luminescence, single concentration; AID 651654, 2012; C. neoformans lysis, adenylate kinase release luminescence, 4 h; normalised: neutral wells 0, clomiphene wells 100; actives 0.2% (n = 360,000); lysis activity, % at 15 µM;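 active means mean lysis activity across replicates of at least 80%, whatever share of replicates individually reach that level; inactive means mean lysis activity below 80%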
#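 Material: C. neoformans cells; Schedule: 4 h static compound exposure, 37 °C, read 1 h post-reagent; Measured by: adenylate kinase release luminescence; Read-out: signal increase indicating cell lysis; Controls: Clomiphene as positive lysis control.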
# esBAF inh – Bmi1 luciferase reporter increase in mESCs, primary screen, esBAF inhibitor project, mouse ES cells, Bmi1 luciferase knock-in, single point; 24 h; 100% = twice the neutral-well signal; reporter increase, % at 12.5 µM; actives 2% (n = 350,000); in the data active means activation above about 40%;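 further: 0% = median of the plate's neutral control wells and 100% = double that signal; a rise in the Bmi1 reporter signal indicates esBAF inhibition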
# SIRT5 block – SIRT5 desuccinylase inhibitors, primary screen, biochemical, fluorescence imaging, single point, set 5 | NAD-dependent protein deacylase sirtuin-5, mitochondrial (Homo sapiens), Q9NXA8 | Purified SirT5, succinyl-peptide AMC, trypsin-coupled fluorescence | inhibition, % at 15 µM | actives 1.1% (n = 330,000) | AID 652115, 2013; in the data active means inhibition above about 15%
# Target sequence (Q9NXA8 whole entry, looked up): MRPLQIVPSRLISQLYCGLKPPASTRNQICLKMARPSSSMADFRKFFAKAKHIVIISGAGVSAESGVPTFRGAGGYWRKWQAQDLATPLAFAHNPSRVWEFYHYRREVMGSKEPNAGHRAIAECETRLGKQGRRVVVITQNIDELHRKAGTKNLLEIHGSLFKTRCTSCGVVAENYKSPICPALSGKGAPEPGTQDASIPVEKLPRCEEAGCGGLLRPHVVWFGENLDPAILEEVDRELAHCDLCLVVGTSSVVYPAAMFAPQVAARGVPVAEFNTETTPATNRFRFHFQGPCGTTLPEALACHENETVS
# ERp5 block – inhibitors of ERp5-driven insulin aggregation, primary screen, biochemical, turbidity, absorbance 650 nm, single point | inhibition, % at 9.99 µM | Protein disulfide-isomerase A6 (Homo sapiens), Q15084 | 90 min | AID 651711, 2012 | actives 0.05% (n = 350,000);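 active means mean replicate inhibition above about 25%, with every replicate also reaching it, limit read from the data, passing the limit was not always enough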
# Target sequence (Q15084 whole entry, looked up): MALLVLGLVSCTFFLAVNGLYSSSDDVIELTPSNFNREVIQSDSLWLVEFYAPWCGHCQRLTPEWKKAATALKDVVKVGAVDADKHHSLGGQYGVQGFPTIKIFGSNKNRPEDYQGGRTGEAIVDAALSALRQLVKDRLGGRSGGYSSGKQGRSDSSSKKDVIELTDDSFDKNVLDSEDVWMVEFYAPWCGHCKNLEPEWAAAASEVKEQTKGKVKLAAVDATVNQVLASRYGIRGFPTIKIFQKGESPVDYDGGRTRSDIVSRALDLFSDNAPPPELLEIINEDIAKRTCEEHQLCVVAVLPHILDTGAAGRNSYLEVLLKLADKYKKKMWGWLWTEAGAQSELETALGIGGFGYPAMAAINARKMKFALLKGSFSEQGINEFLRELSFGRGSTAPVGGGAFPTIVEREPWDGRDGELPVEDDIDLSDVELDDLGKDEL
# ARNT TACC3 PPI – disruptors of ARNT/TACC3 protein interaction, primary screen, biochemical, AlphaScreen, single concentration; AlphaScreen His-ARNT PAS-B/GST-TACC3 binding, luminescence; TACC3 fragment carries E629A point mutation; Transforming acidic coiled-coil-containing protein 3 (Homo sapiens), Q9Y6A5; actives 0.66% (n = 390,000); inhibition, % at 9.99 µM;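 active means mean inhibition of replicates at least 50% and at least half of replicates each reaching 50%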;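 further: 0% = complete ARNT plus TACC3 wells and 100% = ARNT alone without TACC3; many hits fall short of the cut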
# miR-122 sensor – miR-122 Renilla sensor signal increase in Huh7, primary screen, miR-122 inhibitor project, cell-based, single point, plate reader | actives 0.3% (n = 340,000) | Huh7 miR-122 Renilla luciferase sensor, 48 h; neutral wells = 0, positive control = 100 | activation (reporter increase), % at 12.5 µM;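 active means mean replicate activation score at least 90 and every replicate individually at or above 90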;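 further: higher luciferase means less miR-122 activity so hits act as miR-122 inhibitors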
# Statin myotox sup – suppressors of statin myotoxicity in C2C12 myotubes, primary screen, cell-based, single point, plate reader | C2C12 myotubes + simvastatin, ATP luminescence, 48 h; scaled: DMSO 0, geranylgeraniol control 100 | rescue of ATP level, % at 7.49 µM | actives 0.78% (n = 330,000);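 active means mean ATP rescue above about 67%, or every replicate alone reaching that limit, limit read from the data, passing the limit was not always enough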;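 further: myotubes were challenged with 10 µM simvastatin during compound exposure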
# An asterisk follows results filed as active; / = not tested or not shown; & = joins results of further samples; [ ] = remark or other dose. Rows are unselected; any-hit rate near 4%.
nr	smiles	Cneo AK release	esBAF inh	SIRT5 block	ERp5 block	ARNT TACC3 PPI	miR-122 sensor	Statin myotox sup
1	COCC#Cc1ccc2c(c1)O[C@@H](CN(C)S(=O)(=O)c1cccc(F)c1)[C@H](C)CN([C@H](C)CO)S2(=O)=O	0	4	2	0	4	-3[16.7 µM]	-26
2	CC(CC(=O)Nc1ccc2c(c1)c(=O)n(C)n2Cc1cccc(C(F)(F)F)c1)C(F)(F)F (configuration not stated)	0	8	0	3	/	7	15
3	C[C@@H]1CN([C@H](C)CO)C(=O)c2cc(NC(=O)Cc3cn(C)c4ccccc34)ccc2O[C@H]1CN(C)S(=O)(=O)c1cn(C)cn1	5	-2	9	-1	9	-3[16.7 µM]	-4
4	CN1CCN(C(CNS(=O)(=O)c2ccc([N+](=O)[O-])cc2)c2ccc(F)cc2)CC1 (configuration not stated)	-1	-3	0	-1	8	-2	2
5	O=C(COC(=O)/C=C/c1ccccc1)Nc1cc(C(F)(F)F)ccc1N1CCOCC1	-1	-10	1	1	/	2	2
6	CCn1c(SCC(=O)N2CCCCCC2)nc2c([nH]c3ccccc32)c1=O	-3	-3	-9	3	-8	3	-21
7	Cc1ccccc1NCC(=O)N/N=C/C(Br)=C/c1ccccc1	4	19	/	/	4	20	-38
8	O=C(Nc1ccccc1)Nc1ccc2c(c1)[C@@H]1C[C@@H](CC(=O)N3CCOCC3)O[C@@H](CO)[C@@H]1O2	0	5	/	/	-10	2[16.7 µM]	-6
9	CN(C)C(=O)C[C@@H]1C=C[C@H](NC(=O)NC2CCCC2)[C@H](CO)O1	42	-2	2	-3	6	/	-2
10	COc1ccc(OC)c(/C=C/C(=O)OCC(=O)Nc2nnc(-c3ccccc3)o2)c1	-1	0	-1	7	16	-1	1
11	O=C1C=CCCC1	1	4	/	0	/	0	3
12	O=C(C[C@H]1CC[C@@H]2[C@H](COC[C@H](O)CN2S(=O)(=O)c2ccc(F)cc2)O1)NCc1ccc(Cl)c(Cl)c1	1	0	1	1	2	-11[16.7 µM]	-25
13	Cc1ccccc1S(=O)(=O)N1[C@H](C#N)[C@H](c2ccc(C#CC3CCCCC3)cc2)[C@@H]1CO	-3	2	/	8	14	/	14
14	C=CCN1C(=O)c2ccc(C(=O)N3CCN(S(=O)(=O)c4cccc(Cl)c4)CC3)cc2C1=O	0	-5	-3	13	-12	-7	-2
15	COc1ccc(CNC(=O)CCS(=O)(=O)c2ccc(Br)cc2)cc1	2	0	-1	6	-4	3	16
16	CN(CC(=O)NCCc1ccc(F)cc1)Cc1ccccc1	-1	6	0	1	-8	-7	2
17	COCC(C)NC(=O)c1cc2cc(OC)ccc2[nH]1 (configuration not stated)	/	/	-15	2	-2	/	/
18	Cc1ccc(C(=O)c2sc3nc4c(cc3c2N)CCC4)cc1	2	/	/	/	-7	-4	/
19	CCOCCCNC(=O)c1cn(C)c(=O)c2cc(OC)c(OC)cc12	0	-4	/	/	1	-1	-5
20	C[C@@H]1CN([C@H](C)CO)C(=O)CCCn2nncc2CO[C@@H]1CN(C)Cc1ccc(Oc2ccccc2)cc1	-5	-2	2	-6	3	-2[16.7 µM]	7
21	NC(=O)N/N=C/c1coc2ccc(O)cc2c1=O	0	-4	3	-1	-1	-6	0
22	CCC(=O)N1[C@H](CO)[C@H](c2ccccc2)[C@H]1CNC(=O)CN1CCOCC1	-1	-3	0	-2	-3	-12[16.7 µM]	14
23	CN(C)c1cccc2c1c(NC(=O)Nc1ccc(Cl)cc1Cl)nn2C	/	4	1	2	4	/	-21
24	COc1cc(CCC(=O)Nc2cccc(S(=O)(=O)N(C)C)c2)cc(OC)c1OC	2	/	/	/	-2	-3	/
25	C[C@@H]1CN([C@H](C)CO)C(=O)c2cc(-c3ccc(C#N)cc3)cnc2O[C@H]1CN(C)C(=O)c1cccnc1	2	1	1	-4	-7	/	4
26	O=C(O)CCCC[C@@H]1SC[C@@H]2NC(=O)N[C@@H]21	2	-7	1	3	-7	50	-1
27	CNC(=S)N(Cc1ccc(OC)cc1)C1CC(=O)N(c2ccc(Cl)cc2)C1=O (configuration not stated)	-1	-5	/	/	-2	8	25
28	C[C@@H]1CN([C@@H](C)CO)S(=O)(=O)c2ccc(C#Cc3ccccc3)cc2O[C@@H]1CN(C)C(=O)CN(C)C	12	-3	2	1	2	-6[16.7 µM]	-18
29	Cc1nc(Cl)sc1C(=O)Nc1cccc(Cl)c1C	2	-4	/	/	0	-5	-4
30	CC1(C)CC(NC(=O)CC2CCCCC2)CC(C)(C)N1	5	7	/	/	-2	-14	-2
31	C[C@H](CO)N1C[C@H](C)[C@H](CN(C)Cc2cccc(C(F)(F)F)c2)Oc2ncc(-c3ccccc3)cc2C1=O	-3	-3	5	-2	/	67[16.7 µM]	-8
32	COc1cccc(NC(=O)N[C@@H]2CC[C@H](CC(=O)N3CCCCC3)O[C@@H]2CO)c1	-11	1	-2	2	-4	/	5
33	C[C@H]1CN([C@@H](C)CO)C(=O)Cc2cc(NC(=O)CCCCCC(=O)Nc3ccccc3N)ccc2O[C@@H]1CN(C)C(=O)Nc1ccccc1	-2	1	/	-2	5	-6[16.7 µM]	-13
34	C[C@H]1CN([C@@H](C)CO)C(=O)CCCn2nncc2CO[C@H]1CN(C)S(=O)(=O)c1cccc(F)c1	0&-2&6	3&6&1	0&1&-2	-1&3&-3	8&1	0	5&-8&5
35	C[C@H](CO)N1C[C@H](C)[C@H](CN(C)C(=O)c2ccncc2)OCCCC[C@H](C)Oc2ccc(NC(=O)NC3CCCCC3)cc2C1=O	-3	-2	/	/	-5	7[16.7 µM]	/
36	Cc1cc(C)cc(NC(=O)C(=O)NCCCN2CCOCC2)c1	6	-13	-1	3	-8	-1	1
37	CCOCCCNC(=O)CN1CCN(S(=O)(=O)c2ccc3c(c2)CCC3)CC1	-2	2	0	3	/	/	-11
38	COc1cc2[nH]c(=S)nc(NCCc3ccc(C)cc3)c2cc1OC	/	/	-1	3	32	/	/
39	Cc1ccccc1NC(=O)c1cc(S(=O)(=O)N2CCOCC2)cs1	3	-3	/	/	/	6	-10
40	Cc1ccc2oc(C(=O)Nc3cc(C)on3)c(C)c2c1	-1	37	0	-1	-3	-14	-30
41	C[C@@H]1CCCCO[C@H](CN(C)S(=O)(=O)c2ccc(F)cc2)[C@@H](C)CN([C@H](C)CO)C(=O)c2cc(NC(=O)c3ccncc3)ccc2O1	-2	-3	6	2	2	1[16.7 µM]	/
42	CCO[C@H]1OC(C(=O)NCc2ccccc2)=C[C@@H](C2CCCCC2)[C@@H]1CCCO	-5	3	-2	7	-3	7	-9
43	Cc1cccc(C(=O)NC2CCN(S(=O)(=O)c3ccc(F)cc3)CC2)c1	0	-3	0	0	-7	1	-7
44	COc1ccc(N2CCN(C(=O)c3[nH]c4ccc(OC)cc4c3C)CC2)cc1	-4	-2	1	8	10	35	5
45	C[C@@H]1CCCCO[C@H](CN(C)Cc2ccc3c(c2)OCO3)[C@@H](C)CN([C@@H](C)CO)C(=O)c2cc(NS(=O)(=O)c3cccs3)ccc2O1	-14	3	7	/	4	-8[16.7 µM]	/
46	COc1ccc(CSc2nnc(C)n2N)cc1Br	2	-13	/	/	-2	/	12
47	CCCCC1=CC2=C(c3ccco3)C(=O)C(C)(OC(=O)c3ccc(OC)cc3)C(=O)C2=CN1CCCN(CC)CC (configuration not stated)	-1	4	/	-2	3	-1	17
48	COc1ccc(S(=O)(=O)Nc2cccc3c2O[C@@H](CN(C)CC2CCCCC2)[C@@H](C)CN([C@H](C)CO)C3=O)cc1	/	9	/	/	/	45[16.7 µM]	-53
49	COC(=O)c1ccc(NC(=O)CNS(=O)(=O)c2cccs2)cc1	-1	4	/	/	-4	-4	-8
50	COCCn1nnnc1C(C(C)C)N(Cc1cccnc1)Cc1cc2cc(OC)ccc2[nH]c1=O (configuration not stated)	-1	-7	/	/	0	-3	-11
51	O=C1/C(=C/c2cccc([N+](=O)[O-])c2)CSc2ccc(Cl)cc21	/	4	1	4	-5	/	-11
52	CC[C@]12c3[nH]c4cc(-c5ccco5)ccc4c3CCN1C(=O)[C@@H](CC(=O)NC/C=C(\C)CCC=C(C)C)C[C@@H]2C(=O)N1CCN(C(=O)C2CC2)CC1	-1	0	/	-2	-10	/	14
53	Cn1c(NC(=O)c2cc(Br)ccc2Cl)cc(=O)n(C)c1=O	1	-6	-2	2	-1	-5	21
54	COCC(=O)Nc1ccc2c(c1)C(=O)N(C)[C@@H]1CC[C@@H](CC(=O)NCc3ccc(OC)cc3)O[C@@H]1CO2	1	-2	/	/	-4	25[16.7 µM]	9
55	CCCCCOc1ccc(CSc2ncn[nH]2)cc1	-2	47*	/	/	-18	-5	-13
56	CN(C)c1ccc(C(=O)N/N=C/c2ccccn2)cc1	2	21	2	-1	39	/	-12
57	Cc1ccc(S(=O)(=O)c2c(C)c(C)c(C)[nH]c2=O)cc1	-1	3	-1	3	18	5	3
58	CC(C(=O)c1c[nH]c(C(=O)N=CN(C)C)c1)c1ncc(C(F)(F)F)cc1Cl (configuration not stated)	/	/	2	4	-3	7	/
59	COc1cc(/C=N/NC(=O)Cc2ccccc2)ccc1Oc1ccc([N+](=O)[O-])cc1[N+](=O)[O-]	/	/	-9	-1	-1	/	/
60	O=C(O)CCCNC(=O)c1nn(Cc2ccccc2)c(=O)c2ccccc12	-5	-1	-4	0	/	-1	9

# Reprinted from the listing, 12 compounds:
nr	smiles	Cneo AK release	esBAF inh	SIRT5 block	ERp5 block	ARNT TACC3 PPI	miR-122 sensor	Statin myotox sup
46	COc1ccc(CSc2nnc(C)n2N)cc1Br	2	-13	/	/	-2	/	12
47	CCCCC1=CC2=C(c3ccco3)C(=O)C(C)(OC(=O)c3ccc(OC)cc3)C(=O)C2=CN1CCCN(CC)CC (configuration not stated)	-1	4	/	-2	3	-1	17
48	COc1ccc(S(=O)(=O)Nc2cccc3c2O[C@@H](CN(C)CC2CCCCC2)[C@@H](C)CN([C@H](C)CO)C3=O)cc1	/	9	/	/	/	45[16.7 µM]	-53
49	COC(=O)c1ccc(NC(=O)CNS(=O)(=O)c2cccs2)cc1	-1	4	/	/	-4	-4	-8
50	COCCn1nnnc1C(C(C)C)N(Cc1cccnc1)Cc1cc2cc(OC)ccc2[nH]c1=O (configuration not stated)	-1	-7	/	/	0	-3	-11
51	O=C1/C(=C/c2cccc([N+](=O)[O-])c2)CSc2ccc(Cl)cc21	/	4	1	4	-5	/	-11
52	CC[C@]12c3[nH]c4cc(-c5ccco5)ccc4c3CCN1C(=O)[C@@H](CC(=O)NC/C=C(\C)CCC=C(C)C)C[C@@H]2C(=O)N1CCN(C(=O)C2CC2)CC1	-1	0	/	-2	-10	/	14
53	Cn1c(NC(=O)c2cc(Br)ccc2Cl)cc(=O)n(C)c1=O	1	-6	-2	2	-1	-5	21
54	COCC(=O)Nc1ccc2c(c1)C(=O)N(C)[C@@H]1CC[C@@H](CC(=O)NCc3ccc(OC)cc3)O[C@@H]1CO2	1	-2	/	/	-4	25[16.7 µM]	9
55	CCCCCOc1ccc(CSc2ncn[nH]2)cc1	-2	47*	/	/	-18	-5	-13
56	CN(C)c1ccc(C(=O)N/N=C/c2ccccn2)cc1	2	21	2	-1	39	/	-12
57	Cc1ccc(S(=O)(=O)c2c(C)c(C)c(C)[nH]c2=O)cc1	-1	3	-1	3	18	5	3
